# VIM-2 inh – inhibitors of Pseudomonas aeruginosa VIM-2 metallo-beta-lactamase | hit rate 0.89% among 290,000 | AID 1527 | inhibition, % at 5.6 µM | purified VIM-2, nitrocefin hydrolysis, epi-absorbance fluorescence;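 active = inhibition above the mean of all tested compounds plus 3 SD, cutoff set per screening run, cut at about 7.5% in these data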;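 also: red hydrolysis product quenches plate fluorescence so inhibitors raise well fluorescence; 0% = enzyme with DMSO and 100% = DMSO without enzyme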
# pCIP destab – lowers stability of the mouse p/CIP coactivator protein; Q05BA5; F442A p/CIP-EGFP cells, EGFP fluorescence, 16 h; decrease of EGFP signal, % at 10 µM; hit rate 0.01% among 290,000;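 active = EGFP signal decrease of at least 30% at 10 µM or well 3 SD below plate mean, unless failing retest; inactive = the rest, including hits failing retest or dose response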; also: some compounds called inactive have numbers as strong as hits; many of its hits are not listed in these tables
# NALP1 yeast inh – blocks the NALP1 inflammasome reconstituted in yeast | S. cerevisiae NALP1/ASC/caspase-1 growth, X-gal OD620, 72 h | inhibition, % at 10 µM | hit rate 0.61% among 280,000 | AID 2071; in the data active = inhibition mostly above about 24%, no sharp cut-off; inactive = mostly below about 32%; also: some compounds called inactive have numbers as strong as hits
# GPR7 antagonist – blocks human GPR7 receptor signaling; hit rate 1.1% among 290,000; GPR7-expressing cells, fluorescence antagonist assay; P48145; inhibition, % at 4.4 µM; in the data active = inhibition above about 16%, passing the limit was not always enough;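 also: cells stimulated with the agonist NPW; 0% = agonist with vehicle and 100% = vehicle without agonist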
# Target sequence (P48145 whole entry, looked up): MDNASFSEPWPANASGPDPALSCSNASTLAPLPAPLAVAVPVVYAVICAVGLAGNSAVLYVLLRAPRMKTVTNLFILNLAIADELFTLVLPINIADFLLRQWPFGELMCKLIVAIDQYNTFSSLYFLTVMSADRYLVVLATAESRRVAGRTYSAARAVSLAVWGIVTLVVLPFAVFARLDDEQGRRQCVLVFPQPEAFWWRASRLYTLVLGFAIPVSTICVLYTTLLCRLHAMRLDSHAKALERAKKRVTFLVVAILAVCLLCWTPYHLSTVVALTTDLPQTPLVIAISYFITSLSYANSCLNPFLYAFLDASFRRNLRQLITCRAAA
# PfM18AAP inh – blocks P. falciparum M18 aspartyl aminopeptidase; recombinant PfM18AAP, H-Glu-NHMec fluorogenic cleavage; inhibition, % at 7.35 µM; hit rate 1.2% among 290,000; AID 1822;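 active = inhibition above the campaign mean inhibition over all tested compounds plus 3 SD, cut at about 28% in these data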;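 also: 0% = plate median of test compound wells and 100% = 2 mM ZnCl2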
# IMP-1 inhibitor – blocks Pseudomonas aeruginosa IMP-1 metallo-beta-lactamase; purified IMP-1, nitrocefin hydrolysis, epi-absorbance fluorescence; inhibition, % at 5.6 µM; AID 1556; hit rate 0.45% among 290,000;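 active = inhibition above the mean plus 3 SD of all compounds in the same screening run, cut at about 4.5% in these data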;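 also: 0% = IMP-1 with DMSO and 100% = DMSO wells lacking enzyme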
#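 System: Purified recombinant IMP-1 metallo-beta-lactamase enzyme | Measured by: Fluorescence quenching readout, ex 480/em 530 nm | Replication: Singlicate | Incubation: 15 min preincubation plus 25 min reaction at 25 °C | Evaluation: Percent inhibition from optical density relative to buffer-blank wells | Benchmarks: DMSO with and without IMP-1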
# IDE cell inh – inhibits human insulin-degrading enzyme in HEK cells; P14735; FAbetaB cleavage, fluorescence polarization; inhibition, % at 5.59 µM; hit rate 0.41% among 320,000; AID 434962;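 active = percent inhibition above the average of all tested compounds plus 3 SD, set per screening campaign, cut at about 16% in these data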;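 also: IDE supplied by intact live HEK cells; FP after avidin binding of uncleaved biotin substrate so inhibition keeps polarization high; 0% = DMSO wells and 100% = 60 µM reference IDE inhibitor Ii1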
# PHOSPHO1 block – inhibitors of human PHOSPHO1 phosphatase; Q8TCT1; recombinant PHOSPHO1, absorbance phosphatase assay; inhibition, % at 13.3 µM; hit rate 1.1% among 290,000; AID 1565; in the data active = inhibition above about 60%
# Target sequence (Q8TCT1 whole entry, looked up): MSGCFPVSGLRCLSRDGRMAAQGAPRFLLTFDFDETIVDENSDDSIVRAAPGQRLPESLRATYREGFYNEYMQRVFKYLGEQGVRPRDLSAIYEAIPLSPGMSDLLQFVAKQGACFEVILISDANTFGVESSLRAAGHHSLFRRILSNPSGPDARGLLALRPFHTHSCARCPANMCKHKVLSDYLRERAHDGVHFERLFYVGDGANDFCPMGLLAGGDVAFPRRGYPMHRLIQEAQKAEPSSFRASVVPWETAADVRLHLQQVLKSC
# IDE act – IDE (human) activation, cell-based; P14735; HEK cells, FAbeta-B cleavage, fluorescence polarization; 0% vehicle, 100% cell-free pure enzyme wells; activation, % at 5.96 µM; hit rate 0.073% among 340,000;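 active = activation above the mean of all tested compounds plus 3 SD, set per screening campaign, cut at about 17% in these data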
# * hit, by the source's call; nt = not tested or not shown.
molecule	VIM-2 inh	pCIP destab	NALP1 yeast inh	GPR7 antagonist	PfM18AAP inh	IMP-1 inhibitor	IDE cell inh	PHOSPHO1 block	IDE act
COc1cccc(NC(=O)COC(=O)c2nc3nccc(C)n3n2)c1	-0.1	-11	-13	-4	-12	-2.0	2	-2	-4
Brc1ccc(-c2cnco2)cc1	-3.0	-5	4	-9	-7	-2.8	-2	20	-1
COc1ccc(OCc2nnc(SCC(=O)Nc3cccc(Cl)c3)o2)cc1	0.1	-11	20	0	-15	-1.9	1	23	3
CCC(=O)Oc1ccc(C/C(=N\O)c2ccc(O)cc2O)o1	-1.2	-1	27	11	16	-3.3	1	2	0
COc1cccc(N2CCN(C(=O)c3cc4c(=O)n(Cc5ccccc5)ccc4nc3C)CC2)c1	1.4	-12	27	20	18	0.7	-4	0	-1
N#CC1=C(N)NC(SCc2ccc(Br)cc2)=C(C#N)C12CCCCC2	0.1	-11	4	4	15	3.0	9	15	2
Cn1cccc1/C=N/n1c(-c2ccc(Cl)cc2Cl)n[nH]c1=S	-0.8	-2	23	11	-1	-0.8	7	77*	-15
CC(Sc1nnnn1C)C(=O)Nc1ccc(N2CCOCC2)cc1 (centres undefined)	-2.1	9	11	-4	1	-3.1	2	39	3
COC(=O)c1c(C)[nH]c(-c2csc(N)n2)c1C	-3.9	-2	11	4	-5	-3.4	1	-6	8
Cc1ncc(CN2CCCC(C(=O)Nc3ccc(-c4ccco4)cc3)C2)n1C (centres undefined)	-2.8	-3	15	-5	4	-2.5	3	30	-2

# Part of the list above in order of SMILES length, descending.
molecule	VIM-2 inh	pCIP destab	NALP1 yeast inh	GPR7 antagonist	PfM18AAP inh	IMP-1 inhibitor	IDE cell inh	PHOSPHO1 block	IDE act
COc1cccc(N2CCN(C(=O)c3cc4c(=O)n(Cc5ccccc5)ccc4nc3C)CC2)c1	1.4	-12	27	20	18	0.7	-4	0	-1
Cc1ncc(CN2CCCC(C(=O)Nc3ccc(-c4ccco4)cc3)C2)n1C (centres undefined)	-2.8	-3	15	-5	4	-2.5	3	30	-2
N#CC1=C(N)NC(SCc2ccc(Br)cc2)=C(C#N)C12CCCCC2	0.1	-11	4	4	15	3.0	9	15	2
COc1ccc(OCc2nnc(SCC(=O)Nc3cccc(Cl)c3)o2)cc1	0.1	-11	20	0	-15	-1.9	1	23	3
Cn1cccc1/C=N/n1c(-c2ccc(Cl)cc2Cl)n[nH]c1=S	-0.8	-2	23	11	-1	-0.8	7	77*	-15
COc1cccc(NC(=O)COC(=O)c2nc3nccc(C)n3n2)c1	-0.1	-11	-13	-4	-12	-2.0	2	-2	-4
CCC(=O)Oc1ccc(C/C(=N\O)c2ccc(O)cc2O)o1	-1.2	-1	27	11	16	-3.3	1	2	0
CC(Sc1nnnn1C)C(=O)Nc1ccc(N2CCOCC2)cc1 (centres undefined)	-2.1	9	11	-4	1	-3.1	2	39	3
COC(=O)c1c(C)[nH]c(-c2csc(N)n2)c1C	-3.9	-2	11	4	-5	-3.4	1	-6	8
Brc1ccc(-c2cnco2)cc1	-3.0	-5	4	-9	-7	-2.8	-2	20	-1

# The list continues:
molecule	VIM-2 inh	pCIP destab	NALP1 yeast inh	GPR7 antagonist	PfM18AAP inh	IMP-1 inhibitor	IDE cell inh	PHOSPHO1 block	IDE act
O=C1c2ccccc2C(Nc2ccc3c(c2)OCCO3)N1Cc1ccco1 (centres undefined)	2.7	-8	25	18*	-2	-1.0	1	-1	-7
CC(C)Oc1ccc(CN2CCC(n3nccc3NC(=O)CCc3ccccc3)CC2)cc1	-1.8	-5	26	10	-11	-0.9	2	16	1
O=C(CNCc1cccc2ccccc12)Nc1ccccc1[N+](=O)[O-]	-1.0	-4	14	-2	-8	-2.8	-2	24	6
Cc1cccc(N2CCN(C(=O)CN3C(=O)C4CC=CCC4C3=O)CC2)c1C (centres undefined)	-1.6	1	-1	-3	-14	-2.8	11	-42	1
COc1cc(S(=O)(=O)N2CCN(c3ccccc3F)CC2)c(OC)cc1Cl	-2.6	-3	16	-12	-1	-4.7	1	20	2
C=CCn1c(SCc2nc(N)nc(N3CCCCC3)n2)nnc1-c1ccco1	0.7	-13	2	-5	-4	-3.1	6	39	-3
COc1ccc(/C=C(\C#N)C(=O)Nc2cccc3ncccc23)cc1OC	-2.2	-20	nt	-14	8	-2.7	-6	25	1
CCc1ccc2c(c1)C(c1ccc([N+](=O)[O-])cc1)=NNC(c1ccc(C)cc1)=N2	-3.1	6	25	-13	-1	-2.6	0	-4	5
Cc1snc(SCc2cccc(Cl)c2)c1C#N	-0.4	-4	22	-6	12	-2.0	4	24	2
Clc1ccc(/C=N/Nc2ccccn2)cc1	-0.7	5	8	-4	-7	-2.3	-6	-3	5
Cn1cc(/C=C(\NC(=O)c2ccccc2Cl)C(=O)NCCCN2CCOCC2)c2ccccc21	-3.2	-1	8	-10	6	-2.7	-2	40	0
CCN(CC)CCNC(=O)c1ccc2c(c1)NC(=O)c1ccccc1S2	-0.9	9	9	-10	4	-2.6	nt	35	1
O=C(C1CCCN(S(=O)(=O)c2cnc[nH]2)C1)N1CC(=O)N(CCc2ccccc2)C(=O)C1 (centres undefined)	-2.9	-8	23	0	-2	3.8	3	-20	7
CCOC(=O)c1cc2c(nc1NC(=S)Nc1ccccc1)CC(C)(C)OC2	-0.8	3	10	9	-1	-3.9	5	6	-2
Cc1ccc(-c2c(C(=O)N/N=C/c3ccco3)nnn2-c2nonc2N)cc1	-4.3	-13	9	-19	7	-4.3	6	14	4
c1ccc2c(c1)CCOC2CNCCCN1CCCCC1 (centres undefined)	0.5	7	25	-13	-3	-6.4	nt	22	-5
Cc1n[nH]c(C)c1S(=O)(=O)N1CCN(C(=O)c2ccco2)CC1	-2.6	-1	11	-10	-6	0.5	-3	14	4
CCOC(=O)C1CCN(C2=NC(=O)/C(=C/c3ccc(Cl)cc3)S2)CC1	1.1	4	10	7	-5	4.9*	-2	20	0
CC1=NN(C(=O)c2ccc(Cn3ccc([N+](=O)[O-])n3)cc2)C(O)(C(F)(F)F)C1 (centres undefined)	-3.8	-14	11	-7	3	-6.0	-3	-15	-1
Nc1nc(Nc2ccccc2)nc(NCCO)c1[N+](=O)[O-]	-0.8	-9	3	-9	4	-2.8	-1	33	0
COc1ccc(-c2csc(NC(=O)CCCc3cccs3)n2)cc1	-2.3	-9	30	-1	1	-3.2	0	-6	2
Cn1nnc2cc(C(=O)NC3CCCCC3)ccc21	0.3	2	-3	9	-13	-7.3	0	7	7
O=S(=O)(c1ccc(Cl)cc1)N(CCCN1CCOCC1)Cc1cccs1	-2.5	-3	12	-3	2	-2.6	6	27	2
COc1ccc(/C=N/NC(=O)CCC(=O)Nc2ccc(Br)cc2)c(OC)c1	-1.8	-3	-15	8	-7	0.2	2	-20	4
CCCCNC(=O)CSc1cc(=O)n(C)c2ccccc12	-0.4	-1	25	5	0	6.1*	3	-8	1
Cc1ccccc1Cn1c2ccccc2c2cnn(CC(=O)N3CCN(c4ccccc4)CC3)c(=O)c21	-2.2	-6	13	-3	0	-3.5	nt	-3	5
Cc1ccccc1NC(=O)CCCN1C(=O)C2CC=CCC2C1=O (centres undefined)	-1.5	-8	20	-9	1	-3.3	-1	53	0
Cc1ccc(S(=O)(=O)NCc2c(Cl)cccc2Oc2ccccc2)cc1	-2.9	-6	nt	-12	-7	0.1	9	32	6
COC(=O)c1ccc2nc(NC(=O)C3CC3)sc2c1	0.8	-7	24	0	-17	-1.1	-1	18	2
O=C(CCCN1C(=O)S/C(=C\C=C\c2ccccc2)C1=O)Nc1ccc(C(=O)O)cc1	0.1	7	31	-4	1	-3.1	1	39	-5
Cc1ccc(CN2CCNC(=O)C2CC(=O)N(C)Cc2cnccn2)cc1 (centres undefined)	-1.1	10	17	-8	9	-0.2	2	4	9
COc1ccc(C)cc1S(=O)(=O)N(CC(=O)O)c1ccc(C)cc1	0.8	-8	10	-4	4	-1.7	2	-4	0
COc1cccc(NC(=O)C2CCN(S(=O)(=O)c3ccc4[nH]c(=O)oc4c3)CC2)c1	-3.5	-14	24	8	2	-2.1	2	17	2
O=C(NCc1ccco1)c1ccc(-c2ccc(Cl)cc2)o1	-4.2	-4	12	-1	3	-4.3	2	-15	4
CCOc1ccc(Oc2nc(C)cc(OC)n2)nn1	-2.7	-2	17	-9	-3	-0.1	2	19	0
CCc1cc2cc(C)c(C)cc2nc1SCC(=O)Nc1cc(C)on1	-2.5	4	11	-3	-2	-2.2	-3	41	0
COC(=O)C(Cc1ccc(O)cc1)NC(=O)C(C)Oc1ccccc1 (centres undefined)	-3.9	1	31	-10	-1	-5.0	-2	-10	0
CCOc1ccc(C(=O)COC(=O)CC)cc1	-2.5	-2	28	11	-2	-1.6	6	10	3
Cc1ccc(N(C(=O)c2snc(C(N)=O)c2N)C(C(=O)NCc2ccccc2)c2ccncc2)c(C)c1 (centres undefined)	-3.5	3	-1	2	6	-3.2	3	36	1
Cc1cc(NC(=O)COC(=O)C2CC(=O)N(c3ccccc3Cl)C2)no1 (centres undefined)	-1.4	-4	12	-8	3	-0.1	0	10	-2
CCN(c1ccccc1)S(=O)(=O)c1ccc(NC(=O)c2nc(S(C)(=O)=O)ncc2Cl)cc1	-2.0	-20	18	98*	-88	-4.6	5	12	-10
O=C(NCc1ccco1)c1c2c(nc3ccccc13)CCC2	-4.2	-10	7	-7	10	-2.1	5	72*	8
COc1cc(NC(=O)CSCc2ccc(Cl)cc2Cl)c(C(=O)O)cc1OC	1.5	0	13	-15	-6	-2.0	4	34	7
CCOc1ccc2nc3c(cc2c1)CN(CCOC)C(=NCCOC)S3	-1.8	-2	-8	11	1	-2.6	2	-29	-1
C/C(CC(=O)Nc1ccc(C)c(Cl)c1)=N\NC(=O)C1CCCCC1	-0.4	-15	0	-14	-15	-1.1	-3	26	0
CCC(C)C(=O)Nc1nc(C)c(-c2csc(Nc3ccc(Cl)cc3)n2)s1 (centres undefined)	-2.5	-7	11	-13	-6	-1.2	1	-6	1
O=C(CC1Oc2ccccc2NC1=O)NCCCN1CCN(Cc2ccccc2)CC1 (centres undefined)	1.4	-5	-19	-12	-2	-3.1	-1	-4	0
O=C(OCN1C(=O)c2ccccc2C1=O)c1cccnc1SC(F)F	-0.6	-10	23	-4	-9	-1.4	-3	15	4
CC1(C)CC(=O)C(C=NCCN2CCN(C(=O)C34CC5CC(CC(C5)C3)C4)CC2)=C(O)C1	nt	-7	-10	nt	nt	nt	1	-51	2
O=C(Oc1ccccc1OC(=O)N1CCOCC1)N1CCOCC1	-0.3	-7	-8	-11	1	-4.8	8	-13	0
O=C(CSc1ncccc1-c1nc2ccccc2[nH]1)N1CCc2ccccc21	-1.0	3	-37	3	-2	1.4	5	1	-3
